# Assay outcomes: PubChem BioAssay, several laboratories
# MITF TRPM1 HTS: MITF TRPM1 promoter activation in melanoma cells; SK-MEL-5 TRPM1-promoter luciferase, 24 h; % of positive control, neutral wells = 0; activation, % at 12.5 µM; 300,000 tested, 0.75% active; AID 588334;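 active = mean activation of at least 80% with every replicate also reaching 80%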;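 note: 0% = neutral control wells and 100% = parthenolide positive control wells; values of inactives mirror those of a sister screen read the other way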
# Arrestin-AP2 inh: human beta-arrestin and AP2 interaction inhibition; 340,000 tested, 0.31% active; FITC-arrestin peptide / GST-AP2 beads, flow cytometry; AP2 beta2 appendage carries R879A mutation; inhibition, % at 10 µM;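 active = inhibition above a set limit, near 3 SD of compounds lacking own fluorescence, cut at about 54% in these data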;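 note: plate controls were DMSO wells for no effect and 5 µM unlabelled arrestin peptide for full effect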
#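 Material – AP2 appendage R879A on GSH beads · Buffer or medium – PBS with 0.05% Tween 20 and 0.1% BSA · Probe or stimulus – fluorescein-tagged arrestin peptide at 50 nM final · Incubation – compound with beads 12 min RT, then probe 1 h RT · Detection – high-throughput flow cytometry of beads, ex 488, em 535 nm · Evaluation – percent response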
# PKA-R1A activ: activators of PKA-R1A complex; activation, % at 11.4 µM; 340,000 tested, 0.083% active; PKA-R1A dissociation, Cy5-IP20 fluorescence polarization; scaled: DMSO 0%, 113 µM cGMP 100%; P00514+P68181; AID 504707;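 active = percent activation above the mean of all tested compounds plus 3 SD, cut at about 19% in these data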;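 note: higher means more PKAc released from R1A so a rise in polarization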
# Mot1-301 SUMO: blocks SUMOylation pathway, rescuing yeast Mot1-301 growth; S. cerevisiae Mot1-301 growth rescue, ATP luminescence, 38.5C; percent above DMSO median, 100 means doubled; growth rescue, % at 18.8 µM; 320,000 tested, 1% active;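 active = every valid replicate shows activation above 250% relative to neutral control wells; inactive = the rest, any valid replicate at or below 250%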;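 note: OY570 slx delta 5 strain wells were the positive control but not used for scaling; some compounds called inactive have numbers as strong as hits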
# PKA-R2B act: activates the human PKA-R2B holoenzyme complex; P22694+P31323; 340,000 tested, 0.079% active; AID 504700; PKA-R2B holoenzyme dissociation, Cy5-IP20 fluorescence polarization; R2B truncated from residue 108, S112A mutant; 0% DMSO only, 100% 113 µM cGMP; activation, % at 11.4 µM;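 active = activation above a cutoff set at the mean over all compounds plus 3 SD, cut at about 18% in these data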;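 note: higher means more holoenzyme dissociation and a rise in polarization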
# CDK5 p35 inh: CDK5/p35 (human) kinase inhibition; Recombinant CDK5/p35, ADP-Glo luminescence, 60 min; Q00535+Q15078; inhibition, % at 10 µM; 330,000 tested, 0.01% active;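 active = highest replicate inhibition of at least 50% and at least 75% of replicates reaching 50%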;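 note: plate controls were DMSO neutral control for no effect and GW8510 at 10 µM for full effect; many of its hits are not listed in these tables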
# SR-BI DiI inh: mouse SR-BI HDL lipid transfer inhibition. Q61009. ldlA[mSR-BI] CHO cells, DiI-HDL uptake fluorescence, 3 h. inhibition, % at 12.5 µM. 320,000 tested, 0.96% active. AID 488896;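 active = mean replicate inhibition of at least 70% and a set share of replicates each scoring 70 or more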;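 note: 0% = median of neutral control wells and 100% = median of positive control wells; values of inactives mirror those of a sister screen read the other way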
# Target sequence (Q61009 whole entry, looked up): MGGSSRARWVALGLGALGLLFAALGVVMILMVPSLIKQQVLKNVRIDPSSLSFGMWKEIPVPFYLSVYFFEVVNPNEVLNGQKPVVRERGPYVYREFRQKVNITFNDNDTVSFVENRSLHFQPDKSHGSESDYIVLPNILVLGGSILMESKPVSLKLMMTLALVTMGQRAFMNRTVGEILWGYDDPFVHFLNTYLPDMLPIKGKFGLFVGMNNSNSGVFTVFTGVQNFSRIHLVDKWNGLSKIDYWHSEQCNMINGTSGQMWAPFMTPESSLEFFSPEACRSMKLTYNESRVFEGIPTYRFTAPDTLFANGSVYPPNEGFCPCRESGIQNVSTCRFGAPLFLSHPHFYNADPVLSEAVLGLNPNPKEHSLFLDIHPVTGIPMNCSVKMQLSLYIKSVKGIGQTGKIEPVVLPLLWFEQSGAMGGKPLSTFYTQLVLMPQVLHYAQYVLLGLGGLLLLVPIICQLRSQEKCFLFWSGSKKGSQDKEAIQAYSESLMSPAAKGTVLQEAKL
# dFosB act: activators of mouse delta FosB homodimer; purified delta FosB, TAMRA-CDK5 oligo fluorescence polarization; percent of positive-control signal above neutral wells; activation, % at 25 µM; P13346; 340,000 tested, 0.99% active;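 active = mean activation above about 17%, with every replicate also reaching it, limit read from the data, passing the limit was not always enough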;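 note: fluorescence polarization rise as delta FosB binds a TAMRA Cdk5 AP-1 oligo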
# Target sequence (P13346 whole entry, looked up): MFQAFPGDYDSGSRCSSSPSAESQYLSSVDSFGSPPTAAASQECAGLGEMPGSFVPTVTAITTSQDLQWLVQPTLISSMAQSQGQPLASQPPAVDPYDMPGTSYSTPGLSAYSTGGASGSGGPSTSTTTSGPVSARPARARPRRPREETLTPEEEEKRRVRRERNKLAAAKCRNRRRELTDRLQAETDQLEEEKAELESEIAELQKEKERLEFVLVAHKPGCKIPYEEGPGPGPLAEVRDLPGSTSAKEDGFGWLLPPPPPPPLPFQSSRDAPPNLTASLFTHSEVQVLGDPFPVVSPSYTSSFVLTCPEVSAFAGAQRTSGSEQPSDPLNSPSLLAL
# SR-BI DiI-HDL act: SR-BI HDL lipid transfer activation; CHO ldlA[mSR-BI] cells, DiI-HDL uptake fluorescence, 3 h; 100 = double the neutral-control signal; activation, % at 12.5 µM; 320,000 tested, 0.096% active;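 active = mean replicate activation of at least 60% and every replicate at or above 60%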;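 note: 0% = median plate neutral-control signal and 100% = twice that signal; values of inactives mirror those of a sister screen read the other way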
#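 Test system: SR-BI-overexpressing, LDLR-lacking CHO cells. Measured by: DiI fluorescence, bottom read. Medium: Ham's F12 with 0.5% BSA, HEPES 25 mM, pH 7.4. Timing: 3 h uptake period with compound, 37 °C.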
# DSG3 Ab inh: blocks pemphigus antibody binding to human desmoglein-3 | binding (percent of control), % at 10 µM | DSG3-coupled beads, scFv-anti-DSG3-GFP binding, flow cytometry; active compounds read low | P32926 | 310,000 tested, 0.48% active;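 active = binding more than 3 SD below its plate's average and above zero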;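 note: hits lower antibody fragment binding to DSG3; some compounds called inactive have numbers as strong as hits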
# NSD2 HMT inh: blocks human histone methyltransferase NSD2; O96028; NSD2 peptide methylation, AlphaScreen, 120 min; inhibition, % at 12.5 µM; 310,000 tested, 0.54% active; AID 743445; in the data active = inhibition above about 50%
# Starred values were filed as active, the others as inactive; . = no result given.
SMILES,MITF TRPM1 HTS,Arrestin-AP2 inh,PKA-R1A activ,Mot1-301 SUMO,PKA-R2B act,CDK5 p35 inh,SR-BI DiI inh,dFosB act,SR-BI DiI-HDL act,DSG3 Ab inh,NSD2 HMT inh
CC(Sc1nn(-c2ccc(F)cc2)c(=S)s1)C(=O)c1c(N)n(C)c(=O)n(C)c1=O (configuration not stated),20,36,-2,-2,-4,0.1,-4,-4,4,111,0
O=C(O)C1CC=CCC1C(=O)NCCCCc1ccccc1 (configuration not stated),6,-17,0,12,1,1.3,6,-1,-6,94,-2
COc1cc(O)c(C(CC(=O)N2CCOCC2)c2cc(OC)c(OC)c(OC)c2)c(OC)c1 (configuration not stated),1,2,6,.,-13,-0.8,-29,1,29,104,.
COc1ccc(-n2ccc(=O)c(C(=O)Nc3ccc(S(=O)(=O)Nc4nccs4)cc3)n2)cc1,-4,-1,-6,3,2,-4.0,2,-22,-2,49*,-2
CCC(=O)O/N=C(\N)c1ccc(Oc2cc(C)c(Cl)c(C)c2)c([N+](=O)[O-])c1,-4,36,-12,5,-7,1.9,18,-2,-18,103,-2
CCc1ccc(N2CC(C(=O)OCC(=O)Nc3ccccc3C)CC2=O)cc1 (configuration not stated),10,-11,-12,7,1,-1.0,-29,-3,29,87,3
N#CCSc1nnc(CNc2cccc(Cl)c2)o1,4,2,16,5,5,-0.1,-8,0,8,100,1
O=C(NCc1ccccc1)c1ccc(CN2CCC(Cc3ccccc3)CC2)cc1,5,-1,1,0,-6,-0.6,21,-11,-21,102,0
CS(=O)(=O)c1ccc(C(=O)Nc2ccc(S(=O)(=O)N3CCCCC3)cc2)cc1,-3,-18,-5,-1,-13,2.0,16,4,-16,97,-1
O=C(Cn1ncc2c3ccccc3n(Cc3ccccc3)c2c1=O)NCCCN1CCCC1,15,1,-5,209,-6,1.5,-3,0,3,105,2
CCCCC(NC(=O)c1ccc(C#N)cc1)C(=O)NCCC (configuration not stated),.,29,-12,-10,-16,-1.1,-23,1,23,107,.
O=C(Nc1nc2ccccc2c(=O)s1)c1ccco1,15,7,4,3,9,-0.8,7,-2,-7,109,0

# Given with values under each structure: entries from further up
# Values run as follows: MITF TRPM1 HTS, Arrestin-AP2 inh, PKA-R1A activ, Mot1-301 SUMO, PKA-R2B act, CDK5 p35 inh, SR-BI DiI inh, dFosB act, SR-BI DiI-HDL act, DSG3 Ab inh, NSD2 HMT inh
CC(Sc1nn(-c2ccc(F)cc2)c(=S)s1)C(=O)c1c(N)n(C)c(=O)n(C)c1=O (configuration not stated)
  20, 36, -2, -2, -4, 0.1, -4, -4, 4, 111, 0
O=C(O)C1CC=CCC1C(=O)NCCCCc1ccccc1 (configuration not stated)
  6, -17, 0, 12, 1, 1.3, 6, -1, -6, 94, -2
COc1cc(O)c(C(CC(=O)N2CCOCC2)c2cc(OC)c(OC)c(OC)c2)c(OC)c1 (configuration not stated)
  1, 2, 6, ., -13, -0.8, -29, 1, 29, 104, .
COc1ccc(-n2ccc(=O)c(C(=O)Nc3ccc(S(=O)(=O)Nc4nccs4)cc3)n2)cc1
  -4, -1, -6, 3, 2, -4.0, 2, -22, -2, 49*, -2
CCC(=O)O/N=C(\N)c1ccc(Oc2cc(C)c(Cl)c(C)c2)c([N+](=O)[O-])c1
  -4, 36, -12, 5, -7, 1.9, 18, -2, -18, 103, -2
CCc1ccc(N2CC(C(=O)OCC(=O)Nc3ccccc3C)CC2=O)cc1 (configuration not stated)
  10, -11, -12, 7, 1, -1.0, -29, -3, 29, 87, 3
N#CCSc1nnc(CNc2cccc(Cl)c2)o1
  4, 2, 16, 5, 5, -0.1, -8, 0, 8, 100, 1
O=C(NCc1ccccc1)c1ccc(CN2CCC(Cc3ccccc3)CC2)cc1
  5, -1, 1, 0, -6, -0.6, 21, -11, -21, 102, 0
CS(=O)(=O)c1ccc(C(=O)Nc2ccc(S(=O)(=O)N3CCCCC3)cc2)cc1
  -3, -18, -5, -1, -13, 2.0, 16, 4, -16, 97, -1
O=C(Cn1ncc2c3ccccc3n(Cc3ccccc3)c2c1=O)NCCCN1CCCC1
  15, 1, -5, 209, -6, 1.5, -3, 0, 3, 105, 2

# Following part:
SMILES,MITF TRPM1 HTS,Arrestin-AP2 inh,PKA-R1A activ,Mot1-301 SUMO,PKA-R2B act,CDK5 p35 inh,SR-BI DiI inh,dFosB act,SR-BI DiI-HDL act,DSG3 Ab inh,NSD2 HMT inh
COc1cc(-c2ccc3oc(-c4ccsc4)c(C#CC4(O)CCCCC4)c3c2)cc(OC)c1OC,-8,2,-21,-7,-5,-2.0,76*,-2,-76,103,.
Cc1ccc(Cc2nc(-c3cccnc3)no2)cc1,16,8,-8,-22,-9,-0.5,-7,-2,7,92,-2
O=C(O)CCS(=O)(=O)c1nc(-c2cccs2)cc(C(F)(F)F)n1,-2,22,-2,11,1,-0.5,-6,-11,6,101,31
CCOC(=O)CNC(=S)N(CCCN1CCCC1)Cc1cccs1,-5,-3,-6,16,-5,0.6,-33,-1,33,109,0
O=C(Nc1ccon1)Nc1cc(Cl)ccc1Cl,-10,21,4,17,0,-1.2,-2,1,2,108,-4
CCn1c(SCC(=O)c2ccc(NC(C)=O)c(OC)c2)nnc1-c1ccc(NS(C)(=O)=O)cc1,4,4,-4,13,-8,-0.1,-3,2,3,98,1
CCCCNC(=O)[C@@H]1CSC2c3ccc(OC)c(OC)c3C(=O)N21 (some centres not stated),-4,-1,8,-16,1,-0.6,-23,-9,23,101,5
CCN(CC)S(=O)(=O)c1ccc(OC)c(NC(=S)Nc2ccc(C)c(C)c2)c1,0,4,-10,-9,1,1.3,14,-10,-14,100,-1
CCN1C(=O)CS/C1=N\c1nccs1,-1,1,3,-8,-3,0.8,3,4,-3,.,-1
N#C/C(=C\Nc1ccc(Cl)cn1)S(=O)(=O)c1ccccn1,.,-10,-4,-21,-17,0.1,2,7,-2,114,-1
O=C1NC[C@H](Cc2ccccc2)N(CC2CCCCC2)C1=O,8,.,8,11,2,-1.1,-1,0,1,104,.
Cc1ccccc1NC(=O)c1nn(-c2ccc(F)c(F)c2)ccc1=O,12,-24,-5,-3,-15,1.0,32,-9,-32,97,3
O=S(=O)(CCn1cccc1)CCn1cccc1,.,1,4,.,4,-4.2,-9,4,9,104,0
Cn1c(CN2CCN(CC#N)CC2)c(C#N)c2ccccc21,10,15,-8,-3,1,1.9,15,2,-15,99,-1
Cc1ccc(S(=O)(=O)/N=C2/NC(=O)/C(=C\c3ccco3)S2)cc1,-1,6,7,14,-11,-4.3,-4,-6,4,115,17
CCOc1cc(/C=N/N=C2/NC(=O)C(CC(=O)O)S2)ccc1OCc1ccccc1Cl (configuration not stated),7,5,-3,55,-12,0.6,-5,5,5,90,8
CCCC(=O)Nc1ccccc1NC(=O)C1CCCCC1,0,0,-1,124,6,-0.9,-15,-3,15,104,2
Cc1ccc(NC(=O)N2CCCCCC2)cc1C,36,63*,5,4,-2,0.0,-1,-1,1,103,-1
CC(=O)Nc1cccc(NC(=O)c2cccc(OCc3ccccc3)c2)c1,5,-4,4,169,11,0.4,33,-15,-33,98,-3
Cc1ccc2c(c1)c1nnc(SCC(=O)N3CCCc4ccccc43)nc1n2CC(=O)O,-7,-2,-4,334,-2,1.2,-2,-5,2,99,0
CCOC(=O)CCc1c(C)c(C#N)c2nc3ccccc3n2c1-n1ccnc1,3,-4,-10,-1,-6,-0.1,-9,-6,9,104,4
CCN(CC)CCCNC(=O)c1ccc2c(=O)n(Cc3ccc4c(c3)OCO4)c(=S)[nH]c2c1,11,-8,-18,-11,-5,0.8,-10,3,10,.,37
O=C(CS(=O)(=O)c1ccc2ccccc2c1)Nc1ccccc1Cl,12,4,4,-3,10,-0.2,-7,5,7,89,-2
O=c1cc(CN2CCc3ccccc32)nc2sccn12,1,9,-7,-10,3,-0.3,-28,-10,28,91,-1
O=C1N2CN(C(c3ccccc3)c3ccccc3)CN=C2SC1(CO)CO,.,19,7,-1,1,-0.7,-18,-6,18,.,8
Cc1ccc(S(=O)(=O)Oc2ccc(/C=N/N=C3/NC(=O)C(CC(=O)O)S3)cc2)cc1 (configuration not stated),-10,7,.,.,.,0.2,33,-4,-33,101,-4
Cc1cc(Nc2ccccc2)nc(N)n1,-5,6,2,-19,-8,-0.2,13,-1,-13,97,-4
COc1cccc(NC(=O)CCNC(=O)C2CCN(S(=O)(=O)c3ccc(F)cc3)CC2)c1,-3,0,-7,10,-1,-3.1,.,-4,.,108,8
Cc1cccc(NC(=S)NC(=O)c2cc(-c3ccccc3)nc3ccccc23)c1,-4,6,7,5,10,-0.9,38,0,-38,105,-6
COc1ccc(CCN(Cc2cccs2)S(=O)(=O)c2ccc(-n3cnnn3)cc2)cc1OC,-1,8,-1,9,-6,0.4,34,5,-34,95,-1
Cc1c(NC(=S)N/C(=N/S(=O)(=O)c2ccc(Cl)cc2)c2ccccc2)c(=O)n(-c2ccccc2)n1C,6,2,5,-7,-6,0.2,-2,-7,2,99,.
Cc1cccc(Cc2c(C)nc3c(C(=O)NCc4ccco4)cnn3c2C)c1,-17,16,-14,-2,6,-1.5,36,-21,-36,102,2
CCN(C(=O)COC(=O)CCc1ccccc1OC)c1c(N)n(Cc2ccccc2)c(=O)[nH]c1=O,3,-9,5,1,0,-0.5,67,28*,-67,112,-2
COc1ccc(OC)c(NC(=O)CC2SC(=Nc3ccc(F)cc3)N(CCC3=CCCCC3)C2=O)c1 (configuration not stated),6,-8,-4,0,-11,-1.8,24,-6,-24,104,1
CCNC(=O)c1ccc(=O)n(Cc2ccc(Cl)cc2Cl)c1,-2,39,-12,-13,-7,-0.3,-8,6,8,108,0
CCSc1nc2sc3c(c2c(=O)[nH]1)CC(C)(C)OC3,.,9,-6,-13,3,-1.8,5,3,-5,115,-1
CC(C)NC(=O)N(C)C[C@H]1Oc2c(NC(=O)Nc3ccccc3)cccc2C(=O)N([C@H](C)CO)C[C@@H]1C,8,21,-4,-26,3,-1.6,-16,5,16,102,.
